Bioassay records deposited in PubChem by NMMLSC.
GSH fluor – compound fluorescence on glutathione beads, profiling panel, artefact control, biophysical, 488/530 nm, flow cytometry. AID 1776, 2009. 190,000 compounds, 0.25% hits. fluorescence (KMESF) at 10 µM. GSH beads flow cytometry, compound fluorescence 488/530 nm; hits give high values; in the data active means fluorescence above about 89;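 further: glutathione beads carrying GST-tagged Bcl family fusion proteins plus one bare bead set; values are compound well signal with DMSO vehicle wells as background; inactives centre near 16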
Bcl-B Bim block – inhibitors of Bim-Bcl-B binding, primary screen, biochemical, multiplexed, human Bcl-2 family | Bcl-2-like protein 10 (Homo sapiens), Q9HD36 | bead-based flow cytometry, Bim peptide-Bcl-B binding | inhibition, % at 10 µM | 190,000 compounds, 0.073% hits | AID 951, 2007;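 further: 0% = tracer peptide without compound and 100% = reference inhibitor peptide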
Bim-Bcl-2 – inhibitors of Bim-Bcl-2 binding, primary screen, biochemical, multiplexed, human Bcl-2 family; 190,000 compounds, 0.06% hits; Apoptosis regulator Bcl-2 (Homo sapiens), P10415; inhibition, % at 10 µM; AID 950, 2007; Bead-based flow cytometry, Bim peptide-Bcl-2 binding; in the data active means inhibition above about 40%; inconclusive means no clear call, values can overlap the other calls;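 further: 0% = no compound wells with probe peptide and 100% = reference peptide inhibitor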
Avidin bead fluor – green autofluorescence of compounds with avidin beads – biophysical, 488/530 nm, flow cytometry, artefact control, profiling panel. AID 1775, 2009. 220,000 compounds, 0.38% hits. fluorescence (KMESF) at 10 µM. compound fluorescence 488/530 nm; hits give high values; in the data active means fluorescence above about 47; further: inactives centre near 10
RGS4-Gao reg – modulators of RGS4 binding to Galphao, primary screen, biochemical, multiplexed bead flow cytometry; actives lie on both sides; 220,000 compounds, 0.33% hits; binding response (% of control), % at 10 µM; Guanine nucleotide-binding protein G(o) subunit alpha (Homo sapiens), P09471; in the data active means binding response below about 49% or above about 150%; inactive means in between;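 further: fluorescent Galphao activated with aluminum fluoride binding bead-coupled RGS4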
RGS7-Gao – RGS7-Galphao binding modulators, primary screen, biochemical, multiplexed bead flow cytometry. Guanine nucleotide-binding protein G(o) subunit alpha (Homo sapiens), P09471. actives lie on both sides. binding response (% of control), % at 10 µM. 220,000 compounds, 0.35% hits; in the data active means binding response below about 49% or above about 150%; inconclusive means no clear call, values can overlap the other calls; inactive means in between;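 further: fluorescent Galphao held in activated GDP-AlF4 state binding bead-coupled RGS7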
Bcl-W Bim block – inhibitors of Bim binding to Bcl-W, primary screen, biochemical, multiplexed, bead-based flow cytometry. Bim peptide-Bcl-W binding. inhibition, % at 10 µM. 190,000 compounds, 0.02% hits. AID 952, 2007;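 further: 0% = bound tracer without compound and 100% = peptide blocker; higher means less fluorescent Bim peptide bound to Bcl-W beads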
Target sequence (Q92843 whole entry, looked up): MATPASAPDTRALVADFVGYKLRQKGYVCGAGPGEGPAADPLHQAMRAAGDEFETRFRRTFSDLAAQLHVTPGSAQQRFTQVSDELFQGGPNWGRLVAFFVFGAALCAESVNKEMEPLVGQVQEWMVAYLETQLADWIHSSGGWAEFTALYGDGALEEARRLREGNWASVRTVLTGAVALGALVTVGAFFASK
ABCG2 block – ABCG2 efflux pump inhibitors, primary screen, multiplex with ABCB1, IgMXP3 cells, flow cytometry; 190,000 compounds, 0.1% hits; AID 1325, 2008; inhibition, % at 6.6 µM; JC-1 efflux;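 active means inhibition above 80%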;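 further: 0% = DMSO and 100% = nicardipine control wells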
Target sequence (Q9UNQ0 whole entry, looked up): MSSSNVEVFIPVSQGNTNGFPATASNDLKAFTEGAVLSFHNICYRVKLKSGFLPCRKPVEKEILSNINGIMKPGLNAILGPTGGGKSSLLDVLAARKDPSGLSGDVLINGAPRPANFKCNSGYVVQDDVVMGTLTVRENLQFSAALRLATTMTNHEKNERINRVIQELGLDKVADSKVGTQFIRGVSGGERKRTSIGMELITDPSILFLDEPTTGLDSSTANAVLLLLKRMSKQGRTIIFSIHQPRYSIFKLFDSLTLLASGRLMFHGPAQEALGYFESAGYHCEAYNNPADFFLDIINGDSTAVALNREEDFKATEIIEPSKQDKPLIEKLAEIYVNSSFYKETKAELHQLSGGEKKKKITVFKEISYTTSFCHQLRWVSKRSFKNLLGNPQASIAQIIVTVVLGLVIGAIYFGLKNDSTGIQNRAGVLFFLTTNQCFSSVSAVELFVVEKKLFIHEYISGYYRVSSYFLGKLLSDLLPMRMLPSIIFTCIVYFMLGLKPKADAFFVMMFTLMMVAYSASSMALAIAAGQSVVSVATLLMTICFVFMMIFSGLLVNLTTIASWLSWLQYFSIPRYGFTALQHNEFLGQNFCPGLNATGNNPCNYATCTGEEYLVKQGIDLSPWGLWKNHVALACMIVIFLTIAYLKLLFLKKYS
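Test system: IgMXP3 (ABCG2) plus far-red-tagged CCRF-Adr (ABCB1) cells / Amount: 3 million cells/mL in well / Reagent: JC-1 transporter substrate / Timing: 10 min compound exposure, 25 °C / Signal: flow cytometry, 530 nm JC-1 signal / Read-out: percent efflux inhibition, scaled nicardipine 100% to DMSO 0% / Benchmarks: nicardipine as high control, DMSO as low control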
Bfl-1 Bim block – inhibitors of Bim binding to Bfl-1, primary screen, biochemical, multiplexed, bead-based flow cytometry. Bcl-2-related protein A1 (Homo sapiens), Q16548. Bim-Bfl-1 binding inhibition. inhibition, % at 10 µM. 190,000 compounds, 0.12% hits;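 further: 0% = wells without compound plus tracer and 100% = blocker peptide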
Bcl-XL Bim block – inhibitors of Bim-Bcl-XL binding, primary screen, biochemical, multiplexed, bead flow cytometry, human Bcl-XL; AID 1007, 2008; inhibition, % at 10 µM; 190,000 compounds, 0.04% hits; Bcl-2-like protein 1 (Homo sapiens), Q07817; Bim peptide-Bcl-XL binding, fluorescence
ABCB1 block – ABCB1 efflux pump inhibitors, primary screen, cell-based, multiplex, flow cytometry, ABCG2 counter-screen | CCRF-Adr cells, JC-1 efflux | inhibition, % at 6.6 µM | 190,000 compounds, 0.067% hits | AID 1326, 2008 | ATP-dependent translocase ABCB1 (Homo sapiens), P08183; in the data active means inhibition above about 40%;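 further: 0% = vehicle and 100% = reference inhibitor; higher value means more JC-1 retained so stronger ABCB1 efflux block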
* marks the source's active call; other numbers are inactive results; ? = inconclusive; & = joins results of further samples. Unless noted, no stated cut-off is given here; in the data, active means inhibition above about 40%. Hits appear at their usual frequency; 1.3% or so of the library scored in one or more.

cpd	molecule	GSH fluor	Bcl-B Bim block	Bim-Bcl-2	Avidin bead fluor	RGS4-Gao reg	RGS7-Gao
1	NCCCC[C@H]1NC(=O)[C@H](CCC(=O)O)NC(=O)c2cc([N+](=O)[O-])cc(I)c2OCC[C@@H](C(N)=O)NC1=O	19	-2	0	10	100	100
2	O=C(COC(=O)c1cccc([N+](=O)[O-])c1)NCc1ccc2c(c1)OCO2	11	-8	-5	8	98	98
3	Cn1ncc2c(NNC(=O)C3CCCCC3)ncnc21	16	-4	-5	10	101	99
4	NC(=O)c1c(NC(=O)CSc2nnc(-c3ccccc3)n2CC2CCCO2)sc2c1CCC2 (stereo not given)	29	-8	-8	7	102	103
5	Cc1nnc(SCc2nnc(-c3cccs3)o2)n1Cc1ccccc1	10	4	0	10	99	?
6	O=C(NCc1cccs1)c1cc2ccccc2o1	14	-10	-7	7	96	93
7	CCCCOC(=O)Nc1nnc(-c2ccccc2OC)s1	50	0	-1	9	98	98
8	O=C1CC(N2CCN(c3ccccc3)CC2)C(=O)N1CCc1ccccc1 (stereo not given)	6	-3	0	6	101	102
9	c1ccc(Nc2nc(-c3ccncc3)nc3ccccc23)cc1	11	-6	-5	4	97	99
10	CCCn1c(NC(=O)c2cccc(C)c2C)nc2ccccc21	12	-7	-6	10	102	102

cpd	Bcl-W Bim block	ABCG2 block	Bfl-1 Bim block	Bcl-XL Bim block	ABCB1 block
1	0	3	-1	-3	-0.1
2	-3	9	-3	-7	0.6
3	-1	-1	-7	-3	-0.1
4	-2	7	-12	-6	0.7
5	-2	1	3	0	0.6
6	-3	0	-7	-11	0.0
7	3	10	-6	0	0.3
8	6	1	-6	0	0.3
9	-5	13	-2	-7	0.4
10	-3	4	-14	-5	0.8

Quoted at random: 2 entries already listed.
cpd	molecule	GSH fluor	Bcl-B Bim block	Bim-Bcl-2	Avidin bead fluor	RGS4-Gao reg	RGS7-Gao
5	Cc1nnc(SCc2nnc(-c3cccs3)o2)n1Cc1ccccc1	10	4	0	10	99	?
7	CCCCOC(=O)Nc1nnc(-c2ccccc2OC)s1	50	0	-1	9	98	98

cpd	Bcl-W Bim block	ABCG2 block	Bfl-1 Bim block	Bcl-XL Bim block	ABCB1 block
5	-2	1	3	0	0.6
7	3	10	-6	0	0.3

New compounds follow
cpd	molecule	GSH fluor	Bcl-B Bim block	Bim-Bcl-2	Avidin bead fluor	RGS4-Gao reg	RGS7-Gao
11	COC(=O)CSc1nnc(CNC(=O)c2cccs2)n1-c1cc(OC)ccc1OC	14	-5	-5	20	100	100
12	Cc1cc2[nH]ncc2cc1NC(=S)NC(=O)c1ccccc1	15	-2	-6	17	97	97
13	CCOC(=O)c1c(/N=C/C2C(=O)CC(C)(C)CC2=O)sc(C)c1C	11	6	6	9	102	100
14	CCOc1ccccc1OCCCC(=O)Nc1nc2ccccc2[nH]1	17	-5	0	10	99	100
15	CC(C)(C)NC1=CC(=O)OC12CCCCC2	58	0	0	8	93	93
16	CCOc1ncccc1C(=O)N1CCN(c2cc(Cl)ccc2C)CC1	12	0	-2	11	100	?
17	COc1ccc(-c2ncncc2-c2csc(C)n2)c(O)c1OC	10	-9	-8	10	100	103
18	CNc1nc(-c2ccccn2)nnc1-c1ccccc1	33	-4	-9	7	97	96
19	CC(=O)SCC(C)C(=O)NCc1ccccc1 (stereo not given)	14	-2	-3	17	99	98
20	COc1ccccc1OCC(=O)N/N=C1/C=C(C)CC1	14	1	1	11	101	?

cpd	Bcl-W Bim block	ABCG2 block	Bfl-1 Bim block	Bcl-XL Bim block	ABCB1 block
11	-2	0	-4	-7	0.0
12	-5	18	-1	-3	1.5
13	2	-1	2	4	0.1
14	-1	-6	-6	-3	-2.2
15	-1	1	-4	-4	0.2
16	-1	17	-6	-3	2.3
17	0	2	-11	-3	0.2
18	2	1	-10	3	0.1
19	-1	1	-1	-1	0.4
20	-5	5	4	-4	0.0

Molecules listed so far with a halogen:
cpd	molecule	GSH fluor	Bcl-B Bim block	Bim-Bcl-2	Avidin bead fluor	RGS4-Gao reg	RGS7-Gao
1	NCCCC[C@H]1NC(=O)[C@H](CCC(=O)O)NC(=O)c2cc([N+](=O)[O-])cc(I)c2OCC[C@@H](C(N)=O)NC1=O	19	-2	0	10	100	100
16	CCOc1ncccc1C(=O)N1CCN(c2cc(Cl)ccc2C)CC1	12	0	-2	11	100	?

cpd	Bcl-W Bim block	ABCG2 block	Bfl-1 Bim block	Bcl-XL Bim block	ABCB1 block
1	0	3	-1	-3	-0.1
16	-1	17	-6	-3	2.3

Next section.
cpd	molecule	GSH fluor	Bcl-B Bim block	Bim-Bcl-2	Avidin bead fluor	RGS4-Gao reg	RGS7-Gao
21	Cn1cnnc1SC1c2cccc3cccc(c23)C1NS(=O)(=O)c1ccccc1 (stereo not given)	8	-8	-5	17	105	101
22	O=C(CSc1ccccn1)NCc1ccc2c(c1)OCO2	20	-5	-5	5	105	100
23	CCOc1ccc(NS(=O)(=O)c2ccc(NC(=S)NC(=O)CC(C)C)cc2)cc1	47	-5	-6	8	104	99
24	N#Cc1ccc(-c2csc(NC(=O)C3CC3)n2)cc1	16	-5	-9	6	101	103
25	CCc1nc(NC(=O)NS(=O)(=O)c2ccccc2C(=O)OC)nc(OC)n1	11	0	0	9	95	95
26	N#CCCN(C(=O)CSc1nc(-c2ccccc2)cn1N)c1ccc(F)cc1	16	-10	-3	7	100	100
27	O=C(CSc1nnc(COc2ccccc2F)n1-c1ccccc1)NC1CCS(=O)(=O)C1 (stereo not given)	7	-7	0	14	101	99
28	CCNc1nc(NC(C)C)nc(Oc2ccc(OCCOc3ccc(C)cc3)nn2)n1	33	-4	-8	17	101	101
29	O=C(Nc1cccc(F)c1)c1sc(Cl)nc1-c1ccccc1	5	-3	0	13	100	100
30	C[C@@H]1NC(=O)[C@H](CCCN=C(N)N)NC(=O)c2cc([N+](=O)[O-])cc(I)c2NCCC[C@@H](C(N)=O)NC1=O	19	0	-3	11	120	122

cpd	Bcl-W Bim block	ABCG2 block	Bfl-1 Bim block	Bcl-XL Bim block	ABCB1 block
21	-3	5	-3	-3	1.0
22	-1	5	-4	0	0.3
23	3	23	-5	0	4.3
24	0	2	-9	-4	0.4
25	0	11	-3	-3	1.7
26	0	1	-7	-8	0.5
27	-4	11	-1	-4	0.1
28	0	17	-16	-5	3.2
29	0	5	-2	-3	0.4
30	2	4	1	3	1.1

Other records
cpd	molecule	GSH fluor	Bcl-B Bim block	Bim-Bcl-2	Avidin bead fluor	RGS4-Gao reg	RGS7-Gao
31	Cc1c(C(=O)O)oc2c1C(O)CC(C)(C)C2 (stereo not given)	20&24	-7&1	-7&0	36&11	101&100	101&100
32	COc1ccc(-c2cc(OC(=O)c3ccc(F)cc3)c3c(C)oc(C)c3c(=O)c2)cc1	33	-8	-9	11	97	96
33	COc1ccc(NC(=O)c2ccccc2-c2ccccc2)cc1	18	4	6	10	101	?
34	O=C(COC(=O)C(c1ccccc1)c1ccccc1)NCc1ccco1	22	-1	2	26	99	102
35	CCOc1ccc2[nH]c(=O)c(CN(Cc3cccs3)Cc3nnnn3C(C)(C)CC)cc2c1	15	-3	-8	19	102	102
36	Cc1cc(C)nc(NC(=O)c2ccc(Cl)cc2[N+](=O)[O-])c1	5	-2	2	2	100	102
37	COc1ccc(OC)c(C(=O)CSc2nc3cccnc3n2C)c1	26	-6	-5	6	101	101
38	CCCC(=O)CN1C(=O)C2(OCCO2)c2ccccc21	59	-11	-11	6	100	104
39	NC(=O)c1oc2ccccc2c1NC(=O)C1CCCCC1	13	-9	-7	21	96	96
40	CCOC(=O)c1c(C)c(C(=O)NCCOC)c(C)n1CC	12	-4	-11	21	95	109

cpd	Bcl-W Bim block	ABCG2 block	Bfl-1 Bim block	Bcl-XL Bim block	ABCB1 block
31	-3&-3	-8&0	-19&-1	-10&0	-0.5&0.0
32	-1	2	-11	-5	-0.1
33	0	7	4	0	0.6
34	1	0	-1	-3	0.1
35	-2	5	-3	-4	1.6
36	-1	15	0	-2	2.6
37	-2	3	-11	-7	0.8
38	4	2	-12	-13	0.3
39	-6	15	-9	-6	0.5
40	2	3	-13	-6	0.3

Following part.
cpd	molecule	GSH fluor	Bcl-B Bim block	Bim-Bcl-2	Avidin bead fluor	RGS4-Gao reg	RGS7-Gao
41	CCOC(=O)c1cnc2ccccc2c1Nc1ccc(C(=O)O)cc1	19	-2	1	10	92	93
42	CC1CC(C)(C)NC(=S)N1CCC(=O)NCc1ccc(F)cc1 (stereo not given)	16	-5	-4	12	100	?
43	CNc1c([N+](=O)[O-])cnn1-c1ccccc1Cl	18	-3	0	16	104	100
44	CCNc1nc(OC)nc(SCC(N)=O)n1	16	0	-3	26	103	99
45	N#C/C(=C\c1ccc([N+](=O)[O-])cc1)C(=O)Nc1ccccc1O	8	-2	3	13	95	97

cpd	Bcl-W Bim block	ABCG2 block	Bfl-1 Bim block	Bcl-XL Bim block	ABCB1 block
41	0	5	-3	0	0.1
42	-1	8	-6	-2	2.2
43	0	1	0	0	0.4
44	-2	2	-1	0	0.3
45	-1	11	0	-5	3.7
